sPLA2-III inh = human group III sPLA2 inhibitors, primary screen, biochemical, QFRET, BODIPY PC-A2 liposome substrate. Group 3 secretory phospholipase A2 (Homo sapiens), Q9NZ20. QFRET BODIPY PC-A2 liposome hydrolysis, fluorescence. inhibition, % at 12.2 µM. 370,000 tested, 0.56% active. AID 743126, 2013;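 active = inhibition above mean plus 3 SD of compounds lying within the high and low control bounds, cut at about 19% in these data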;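 also: 0% = median of test compound wells and 100% = no enzyme DMSO wells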
Target sequence (Q9NZ20 whole entry, looked up): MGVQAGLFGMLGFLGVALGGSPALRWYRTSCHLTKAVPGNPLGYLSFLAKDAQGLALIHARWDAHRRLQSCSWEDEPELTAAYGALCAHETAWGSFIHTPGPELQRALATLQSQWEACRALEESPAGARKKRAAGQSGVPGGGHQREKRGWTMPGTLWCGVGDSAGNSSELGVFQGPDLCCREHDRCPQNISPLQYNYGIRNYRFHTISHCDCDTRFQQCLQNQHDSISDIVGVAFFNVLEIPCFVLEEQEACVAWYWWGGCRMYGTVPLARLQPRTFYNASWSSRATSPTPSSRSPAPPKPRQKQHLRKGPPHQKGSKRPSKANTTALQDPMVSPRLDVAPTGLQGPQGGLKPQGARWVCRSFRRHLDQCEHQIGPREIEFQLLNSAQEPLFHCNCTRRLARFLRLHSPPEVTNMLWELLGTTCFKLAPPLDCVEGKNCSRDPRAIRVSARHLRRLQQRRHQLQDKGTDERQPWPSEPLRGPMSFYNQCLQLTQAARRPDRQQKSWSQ
ssDAF12 agonist = S. stercoralis DAF-12 nuclear receptor activators, primary screen, cell-based, luminescence, HEK293, GRIP1 co-expression, lit1-tk-luc; Nuclear hormone receptor DAF-12 (Strongyloides stercoralis); HEK293 ssDAF-12/GRIP1 lit1-tk-luc reporter; % of 3 µM dafachronic acid response; activation, % at 6.8 µM; 370,000 tested, 1% active; AID 652126, 2013;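 active = activation above the mean over all tested compounds plus 3 SD, cut at about 0.9% in these data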;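 also: 0% = DMSO-only wells and 100% = 3 µM delta7-dafachronic acid wells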
KLK7 zymogen act = proKLK7 zymogen activators, primary screen, biochemical, fluorescence intensity; activation, % at 7 µM; 370,000 tested, 0.9% active; AID 652039, 2013; purified proKLK7, EDANS-DABCYL substrate fluorescence; 100% is mature enzyme control, 0% vehicle;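 active = activation above the mean of all tested compounds plus 3 SD, computed per campaign excluding outliers beyond control limits, cut at about 13% in these data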
Target sequence (P49862 whole entry, looked up): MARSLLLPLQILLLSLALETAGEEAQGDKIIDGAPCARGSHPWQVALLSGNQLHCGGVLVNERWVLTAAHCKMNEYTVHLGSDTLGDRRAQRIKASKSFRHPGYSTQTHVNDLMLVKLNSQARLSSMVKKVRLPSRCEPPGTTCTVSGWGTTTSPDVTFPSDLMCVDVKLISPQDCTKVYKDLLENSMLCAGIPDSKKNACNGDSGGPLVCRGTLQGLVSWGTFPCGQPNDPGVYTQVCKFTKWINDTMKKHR
DAX1 inh-1 = DAX1 (NR0B1) inhibitors on StAR promoter, primary screen, cell-based, luminescence, SF-1 (NR5A1), full-length DAX-1; HEK293T StAR-luciferase reporter, SF-1/DAX-1 repression relief; inhibition, % at 6.8 µM; 370,000 tested, 1.1% active; AID 652010, 2013;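 active = inhibition above the mean over all tested compounds plus 3 SD, cut at about 3.6% in these data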;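 also: 0% = DAX-1 cells with DMSO and 100% = cells lacking DAX-1 with DMSO; higher inhibition means more luminescence from relief of DAX-1 repression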
hgDAF12 agonist = H. glycines DAF-12 receptor agonists, primary screen, cell-based, luminescence, HEK293, GAL4 fusion, UAS-luciferase; HEK293 GAL4-hgDAF12 UAS-luciferase reporter, agonist luminescence; normalized to butyrate control; activation, % at 6.8 µM; Nuclear hormone receptor DAF-12 (Heterodera glycines), GAL4 fusion; 370,000 tested, 1.8% active;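 active = activation above a cutoff set at the mean of all screened compounds plus 3 SD, cut at about 10% in these data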;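 also: 0% = DMSO wells and 100% = sodium butyrate wells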
hcDAF-12 act = H. contortus DAF-12 nuclear receptor activators, primary screen, cell-based, luminescence, HEK293, lit1-tk-luc reporter. HEK293 hcDAF-12 lit1-tk-luc reporter; 0% DMSO, 100% Δ7-dafachronic acid. activation, % at 6.8 µM. 370,000 tested, 1.4% active;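 active = activation above the mean of all tested compounds plus 3 SD, cut at about 5.5% in these data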;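 also: 100% = response to 3 µM Δ7-dafachronic acid high control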
DAX1 inh-2 = DAX1 (NR0B1) inhibitors, primary screen, cell-based, HEK293, Gal4-DAX1, luciferase luminescence; Nuclear receptor subfamily 0 group B member 1 (Homo sapiens), P51843; HEK293 Gal4-DAX1 luciferase reporter; inhibition, % at 6.75 µM; 340,000 tested, 0.99% active; AID 504766, 2011;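 active = inhibition above the mean over all tested compounds plus 3 SD, cut at about 4.2% in these data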;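 also: 0% = DAX1-transfected cells with DMSO and 100% = empty-vector control cells with DMSO; inhibition shows as a rise in luminescence from relieved DAX1 repression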
Target sequence (P51843 207-470 limits assumed): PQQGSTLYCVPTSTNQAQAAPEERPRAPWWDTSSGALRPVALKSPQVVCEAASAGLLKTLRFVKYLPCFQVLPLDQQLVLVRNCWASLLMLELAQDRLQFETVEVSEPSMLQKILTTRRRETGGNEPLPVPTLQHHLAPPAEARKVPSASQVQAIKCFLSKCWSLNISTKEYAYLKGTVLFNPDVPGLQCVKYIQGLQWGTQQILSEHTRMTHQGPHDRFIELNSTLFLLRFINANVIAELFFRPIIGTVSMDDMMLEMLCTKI
GC-A act = GC-A stimulated cGMP production enhancers – HEK293 GC-A cells, cGMP TR-FRET, EC30 ANP, primary screen | Atrial natriuretic peptide receptor 1 (Homo sapiens), P16066 | 0% at EC30 ANP, 100% saturating ANP | activation, % at 10 µM | 370,000 tested, 0.14% active | AID 1671463, 2021; in the data active = activation above about 40%
FXN GAA850 act = FXN promoter activators, primary screen, cell-based, luciferase luminescence, HEK293 lucGAA850. HEK293 lucGAA850 FXN promoter luciferase reporter, 24 h; percent of 10 µM SAHA response. 360,000 tested, 0.56% active. activation, % at 6 µM;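 active = activation above the average of all compounds screened plus 3 SD, cutoff fixed separately per campaign, cut at about 7.5% in these data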;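 also: 0% = DMSO wells and 100% = 10 µM SAHA wells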
SMARCA2 activ = SMARCA2 (BRM) function activators, primary screen, cell-based, luminescence, high throughput. activation, % at 9.1 µM. 370,000 tested, 1% active. MG213 cells, MMTV-luciferase reporter, dexamethasone, overnight. AID 652017, 2013; in the data active = activation above about 7.8%;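 also: 0% = vehicle wells and 100% = reference activator wells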
GC-B act = human GC-B receptor activators, primary screen, HEK293 GC-B cells, cGMP TR-FRET, EC30 CNP; Atrial natriuretic peptide receptor 2 (Homo sapiens), P20594; 0% at EC30 CNP, 100% saturating CNP; activation, % at 10 µM; 370,000 tested, 0.11% active; AID 1920062, 2024;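 active = activation at 10 µM reaching about 35% in either raw or pattern-adjusted values, limit read from the data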
Active calls of the source: *; . = no result given. This is a random part of the collection. Share with any hit: about 6.7%.

Each structure is followed by: sPLA2-III inh, ssDAF12 agonist, KLK7 zymogen act, DAX1 inh-1, hgDAF12 agonist, hcDAF-12 act, DAX1 inh-2, GC-A act, FXN GAA850 act, SMARCA2 activ, GC-B act
- O=C(NCc1ccccn1)C(=O)NCC1OCCN1S(=O)(=O)c1ccc([N+](=O)[O-])cc1 (stereo unspecified)
  1, -1.2, 0.0, -1.6, 0.8, 1.4, 0.7, 2, 1.1, 0, 1
- Cn1cccc1C(=O)NC(=O)CSc1nnc(C2CC2)n1-c1ccccc1
  0, -0.8, -0.4, 0.2, 1.1, 0.6, 0.5, 4, 0.2, -1, 5
- O=C(CCCN1C(=O)NC2(CCCC2)C1=O)Nc1ccc(Cl)c(S(=O)(=O)N2CCOCC2)c1
  11, -1.6, -0.2, 0.7, 0.1, -0.7, 1.5, 1, 0.1, -2, -1
- O=C(NCc1ccccc1F)C1CCCN1C(=O)Nc1ccccc1 (stereo unspecified)
  -3, -1.9, -0.1, -0.2, -1.4, -0.4, -0.2, 3, -0.3, -1, 5
- COc1ccc(Nc2nc(NCCN3CCOCC3)nc(Nc3ccc(OC)cc3)n2)cc1
  -3, -0.9, 0.1, -1.2, -3.9, 0.0, -0.2, -2, 0.3, -2, 6
- CCCn1c(SC/C(O)=C(\C#N)c2nc3ccccc3[nH]2)n[nH]c1=O
  -1, -0.7, -0.6, 0.3, -0.1, 2.5, -1.6, 0, 1.9, -3, -1
- CCN(Cc1nc2cc(Cl)ccc2c(=O)[nH]1)C(=O)c1cc(C2CC2)nn1-c1ccccc1
  5, -0.5, 0.3, 0.5, -1.9, -0.6, -0.1, -5, 3.7, -3, -9
- O=C1CC(NS(=O)(=O)c2ccccc2)CN1c1ccc2c(c1)OCCO2 (stereo unspecified)
  -8, -0.9, 0.2, 0.2, 0.5, 0.4, 1.6, 6, 0.9, 2, 0
- CCOC(=O)CC(N)c1ccc2c(c1)OCO2 (stereo unspecified)
  -1, -1.6, 0.3, 0.0, 0.7, -0.7, ., -3, ., 0, 1
- CCN1C(=O)[C@H]2[C@@H](c3ccc(C)cc3)N3C(=O)N(c4ccc(OC)cc4)C(=O)[C@@]3(Cc3ccc(Cl)cc3)[C@H]2C1=O
  -16, -1.4, 0.6, 0.3, -2.4, -1.7, -0.5, 2, -3.1, -1, 1
- COc1cccc(CN2CCN(CC#Cc3ccccc3)CC2CCO)c1 (stereo unspecified)
  5, -0.9, -0.9, 0.0, 0.9, 0.3, -0.3, 0, 1.8, -1, -6
- CN(CCOCCOc1ccc(F)cc1)Cc1ccccc1
  3, -0.1, -0.4, 0.6, 0.7, -1.0, 3.2, -5, -2.4, -1, -10
- COc1ccc(-c2nc3ccc(Br)cn3c2Cc2ccsc2)cc1OC
  6, -1.3, 0.1, 0.7, 4.2, 1.0, ., 2, ., 1, -1
- Cc1ccc(NC(=S)NCCN2CCOCC2)cc1C
  5, -1.8, 0.0, -0.1, 0.7, -1.7, 0.9, 2, 2.2, -2, 8
- CC(C)Oc1cccc(C(=O)C2CCCN(C(=O)CCn3cnnn3)C2)c1 (stereo unspecified)
  0, -1.9, 0.1, -0.4, 1.8, -0.3, -0.7, -2, 1.3, -2, -1
- Cc1ccc(C)c(N(C(=O)CNC(=O)c2ccco2)C(C(=O)NC2CCCC2)c2ccncc2)c1 (stereo unspecified)
  3, -1.5, 0.7, -0.3, 0.5, -1.2, -0.9, 1, -0.8, -2, -3
- Cc1ccccc1NC(=O)c1cccc(N2C(=O)C3CCC(C)CC3C2=O)c1 (stereo unspecified)
  -2, -0.9, -0.5, 0.1, 1.7, -0.8, -0.1, 4, -0.7, -1, 4
- NC(=O)c1ccccc1N=Cc1ccccn1
  7, -0.1, 3.4, 0.9, -1.5, 0.1, 0.8, 0, 1.3, -6, 3
- O=C(CN1CCN(c2ccccn2)CC1)N1CC(O)CO1 (stereo unspecified)
  0, -1.2, -0.3, 0.7, -5.4, -0.8, 0.5, -2, 2.3, 1, 6
- COc1ccc([N+](=O)[O-])cc1NC(=O)Nc1ccccc1
  -4, -2.4, 0.0, -1.6, 1.4, -4.7, -1.0, 0, -1.9, -4, 0
- Cc1ccc(S(=O)(=O)NC(C)(C)C)cc1C(=O)OCC(=O)N1CCCC1=O
  3, -1.6, -0.9, -0.6, 2.7, 0.4, -0.3, -2, -1.1, -1, 9
- Nc1ccc(C(=O)N2CCN(S(=O)(=O)c3ccc4c(c3)OCCCO4)CC2)cc1[N+](=O)[O-]
  -5, -1.8, 0.2, -4.5, -2.0, -2.7, 0.2, -1, 2.7, -3, -10
- C=CCn1c(-c2cccnc2Cl)nc2cc(Cl)c(Cl)cc21
  -2, -0.5, 0.5, 0.9, 0.7, -0.3, 0.4, -6, 3.6, 0, -8
- Cc1nnc(NC(=O)c2c(F)c(F)c(F)c(F)c2F)s1
  3, -1.3, -0.5, 0.3, 1.6, -1.9, 0.9, -1, -1.6, 2, 2
- NC(N)=N/N=C/c1cccc([N+](=O)[O-])c1O
  6, -0.9, -0.4, -0.2, -0.6, -0.4, 1.4, -4, -0.4, 0, -1
- Cn1c(CN2CCN(C(=O)c3ccc(F)cc3)CC2)nc2cc([N+](=O)[O-])ccc21
  7, -2.1, -0.4, -0.5, -1.0, -1.6, 0.1, -1, -2.0, -1, 3
- CC1CCN(c2nc(N(C)c3ccccc3)nc(N)c2[N+](=O)[O-])CC1
  -8, -0.4, 1.0, 0.5, -0.3, -0.5, 0.1, 2, 3.0, -1, -1
- O=C(COC(=O)c1ccc([N+](=O)[O-])o1)Nc1cccc(S(=O)(=O)N2CCOCC2)c1
  7, -0.2, 0.0, -0.4, -2.4, -3.9, -1.1, 0, -1.9, 2, -1
- Cc1nc(N2CCN(Cc3ccc4c(c3)OCO4)CC2)[nH]c(=O)c1C
  0, -1.1, -0.6, -0.2, 0.6, 1.4, -1.0, -5, 0.3, -2, 4
- COc1ccc(-c2oc3c(c2C#CC2(O)CCCCC2)C(OC)CCC3)cc1 (stereo unspecified)
  -9, -1.2, -13, 5.6*, 2.5, -2.2, ., -1, ., 5, -3

Next part, overlapping the part above by two compounds.
Each structure is followed by: sPLA2-III inh, ssDAF12 agonist, KLK7 zymogen act, DAX1 inh-1, hgDAF12 agonist, hcDAF-12 act, DAX1 inh-2, GC-A act, FXN GAA850 act, SMARCA2 activ, GC-B act
- Cc1nc(N2CCN(Cc3ccc4c(c3)OCO4)CC2)[nH]c(=O)c1C
  0, -1.1, -0.6, -0.2, 0.6, 1.4, -1.0, -5, 0.3, -2, 4
- COc1ccc(-c2oc3c(c2C#CC2(O)CCCCC2)C(OC)CCC3)cc1 (stereo unspecified)
  -9, -1.2, -13, 5.6*, 2.5, -2.2, ., -1, ., 5, -3
- Cc1cc(C)cc(C(=O)OCCCN(C)C2CN(Cc3cn(Cc4ccccc4C(F)(F)F)nn3)S(=O)(=O)C2)c1 (stereo unspecified)
  -29, -1.9, 0.2, -2.5, -0.8, -3.5, ., -7, ., -1, -3
- S=C(NCCSCc1ccc(Cl)cc1)Nc1ccccc1
  5, -1.5, -0.8, -0.8, -0.2, -3.9, -0.9, -1, -1.2, 0, -1
- CC1(C)O[C@@H]1COc1c2ccoc2cc2oc(=O)ccc12
  0, -0.4, 1.5, -0.2, 2.3, -2.0, 0.0, 3, 0.3, 0, -3
- O=C(CCCCCn1c(=O)[nH]c2ccccc2c1=O)NCCc1c[nH]c2ccccc12
  -37, 0.3, -0.2, -0.8, -0.3, 4.3, -0.7, -2, -2.4, 0, -5
- O=C(CN1CCOCC1)Nc1nc(-c2ccccc2)cs1
  -1, -0.7, -0.3, -0.2, 3.5, -1.0, -0.1, 9, -0.9, -1, 4
- C=CC[C@H](CC(=O)OC(C)(C)C)C(=O)OC[C@@H]1CCCN1C(=O)[C@@H](CC=C)CC(=O)NCCO
  6, -1.2, -1.1, -0.1, 1.4, -0.8, 0.9, 1, -1.0, 2, 0
- N#Cc1ccccc1N=C1CCCN1Cc1ccccc1
  4, -1.2, -0.1, 0.0, -0.2, -1.5, -0.8, -2, -0.5, -2, -2
- CCc1nc2ccc(C(=O)NCCCn3ccnc3)cn2c1N(CC)CCOC
  6, -0.5, 0.1, 0.1, 1.3, -0.4, ., 2, -1.7, -1, 4
- Fc1ccc(CN2CCCN(Cc3nc(-c4ccc5c(c4)OCO5)no3)CC2)cc1
  -7, -1.4, 1.0, -0.3, 2.6, -1.1, 0.8, 1, 2.0, 2, 0
- COc1ccc(NC(=O)c2ccc(S(=O)(=O)N3CCCCC3)cc2)cc1OC
  -9, -1.1, 0.3, -1.2, 1.5, -0.3, -0.8, 11, -0.8, -3, 0
- Cc1ccc(CCNC(=O)C2=CCN(S(=O)(=O)c3ccccc3)CC2)cc1
  0, -0.5, 0.2, -0.3, 0.4, 0.4, 0.2, 6, 0.0, -2, 6
- COc1ccc(C2C3=C(CC(C)(C)CC3=O)Oc3ncn(CC(C)C)c(=N)c32)cc1 (stereo unspecified)
  -4, -1.2, -0.3, 0.5, -3.0, -1.0, -0.3, 1, -2.4, -4, 6
- Cn1c(Cn2c(=O)sc3ccccc32)nnc1SCc1cccc(F)c1
  3, -0.8, 0.0, 1.1, -2.5, -1.8, 1.1, -8, -0.5, 0, -3
- O=C1C(C=NCCN2CCOCC2)=C(O)c2ccccc21
  6, 0.1, -0.7, -0.3, -1.8, 1.2, 2.4, 3, 3.2, 1, 2

Bioassay records from PubChem BioAssay.
